CTSL1 counter – blocks F. hepatica cathepsin L1 in PFM18AAP counter-screen. recombinant F. hepatica cathepsin L1, Z-Leu-Arg-MCA fluorescence. inhibition, % at 5.96 µM. 0.49% of 300,000 active. AID 1906;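 active means inhibition above the mean of all tested compounds plus 3 SD, set per screening campaign, cut at about 17% in these data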;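 further: 0% = plate median of test compound wells and 100% = 1 µM Z-Phe-Ala-diazomethylketone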
proCasp3 act – activators of human procaspase-3; recombinant procaspase-3 D3A, Ac-DEVD-pNA absorbance 405 nm; activation, % at 8.5 µM; 0.11% of 330,000 active;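 active means activation above the mean of all tested compounds plus 3 SD, cut at about 21% in these data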;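 further: 0% = DMSO alone and 100% = DMSO wells spiked with extra 5 µM PC-3 D3A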
Target sequence (P42574 whole entry D9A/D28A/D175A): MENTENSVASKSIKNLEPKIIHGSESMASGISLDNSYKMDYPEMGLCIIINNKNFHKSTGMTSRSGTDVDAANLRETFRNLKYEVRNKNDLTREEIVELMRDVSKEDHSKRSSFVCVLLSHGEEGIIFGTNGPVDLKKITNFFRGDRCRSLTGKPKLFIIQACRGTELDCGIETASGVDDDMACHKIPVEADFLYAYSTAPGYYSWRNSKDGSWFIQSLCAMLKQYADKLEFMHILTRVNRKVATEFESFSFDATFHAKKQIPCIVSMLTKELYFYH
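material = Procaspase-3 D3A mutant | probe or stimulus = Ac-DEVD-pNA | compound = single dose, 8.5 µM nominal compound, 0.8% DMSO | timing = 1 h preincubation, 2 h reaction | measured by = 405 nm absorbance of p-nitroaniline, reads at 0 and 120 min | benchmarks = DMSO-only low control, 5 µM PC-3 D3A high control | repeats = singlicate, each compound tested once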
AHR act – activators of human aryl hydrocarbon receptor | P35869 | AHR-responsive luciferase reporter cells, luminescence | activation, % at 5 µM | 2.5% of 320,000 active | AID 2796; in the data active means activation above about 47%;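 further: 0% = vehicle wells and 100% = reference agonist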
procasp7 counter – counter-screen for procaspase-3 activators: activators of human procaspase-7; P55210; recombinant procaspase-7, Ac-DEVD-pNA absorbance 405 nm; D23A/D198A/D206A triple mutant, cannot self-cleave; scale: DMSO 0, 5 µM enzyme 100; activation, % at 8.5 µM; 0.093% of 330,000 active;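 active means percent activation above the screen-wide mean plus 3 SD, cut at about 25% in these data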
Target sequence (P55210 whole entry D23A/D198A/D206A): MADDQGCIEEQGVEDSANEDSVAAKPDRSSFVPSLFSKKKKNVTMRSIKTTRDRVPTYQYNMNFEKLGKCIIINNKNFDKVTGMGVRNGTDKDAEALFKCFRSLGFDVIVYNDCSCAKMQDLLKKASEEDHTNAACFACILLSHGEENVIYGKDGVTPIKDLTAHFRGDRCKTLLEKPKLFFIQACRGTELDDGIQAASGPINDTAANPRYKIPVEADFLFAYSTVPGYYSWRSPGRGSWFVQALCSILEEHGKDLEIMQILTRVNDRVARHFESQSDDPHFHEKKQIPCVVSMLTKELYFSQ
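Assay system: Uncleavable procaspase-7 mutant enzyme | Input: 2 µM procaspase-7 mutant as dispensed | Timing: 1 h compound preincubation, 2 h substrate cleavage, 25 °C | Repeats: One well per compound | Control set: DMSO wells as 0%, DMSO with 5 µM added PC-7 as 100% | Technique: Epi-absorbance of released pNA at 405 nm, two timepoints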
PP1 inh – blocks human PP1-alpha phosphatase, a PP5 counter-screen. 0.9% of 320,000 active. inhibition, % at 6.7 µM. purified PP1alpha, OMFP fluorescence. P62136. AID 2235;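 active means inhibition above the mean inhibition of all tested compounds plus 3 SD, computed separately for each screening campaign, cut at about 15% in these data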
Target sequence (P62136 whole entry, looked up): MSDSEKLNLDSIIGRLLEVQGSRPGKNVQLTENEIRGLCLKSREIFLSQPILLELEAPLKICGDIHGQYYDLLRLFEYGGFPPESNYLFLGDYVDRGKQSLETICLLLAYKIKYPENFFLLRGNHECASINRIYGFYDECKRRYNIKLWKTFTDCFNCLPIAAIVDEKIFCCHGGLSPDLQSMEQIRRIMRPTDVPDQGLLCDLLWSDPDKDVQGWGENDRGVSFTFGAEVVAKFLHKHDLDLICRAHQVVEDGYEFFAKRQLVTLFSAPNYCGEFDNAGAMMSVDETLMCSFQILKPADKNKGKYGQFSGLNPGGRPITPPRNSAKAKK
PAFAH2 inh – PAFAH2 (human) inhibition | Q99487 | recombinant PAFAH2, FP-rhodamine activity probe, fluorescence polarization | inhibition, % at 3.39 µM | 0.99% of 340,000 active;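 active means inhibition above the mean over all tested compounds plus 3 SD, cut at about 30% in these data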;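 further: inhibitors block probe labeling of enzyme so polarization drops; 0% = enzyme with DMSO and 100% = wells lacking PAFAH2 protein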
TPT1 inhibitor – blocks Candida albicans tRNA 2'-phosphotransferase | AID 1962 | inhibition, % at 5 µM | 0.81% of 300,000 active | recombinant caTPT1, FP RNA substrate dephosphorylation;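 active means inhibition above the mean of all tested compounds plus 3 SD, set per screening campaign, cut at about 24% in these data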;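 further: plate controls were DMSO alone for no effect and ferristatin control at 100 nM for full effect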
HCV core dimer – HCV core protein dimerization inhibition; 0.33% of 300,000 active; inhibition, % at 5 µM; TR-FRET GST/Flag-core106 dimerization, 1536-well;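 active means inhibition above the mean of all tested compounds plus 3 SD, set per screening campaign, cut at about 45% in these data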
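test system = GST/Flag-tagged HCV core106 proteins | probe or stimulus = Eu donor and XL665 acceptor anti-tag antibodies | times = compound-protein-antibody incubation 4 h at 22.5 °C | signal = TR-FRET, excitation 340 nm, emission 617 and 671 nm | measure = percent inhibition of core106 dimerization signal | controls = wells lacking GST-core106 and wells with excess unlabelled core106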
PP5 inh – inhibitors of human protein phosphatase 5 (PP5); 0.18% of 320,000 active; inhibition, % at 6.7 µM; purified PP5c, OMFP substrate fluorescence; AID 1987; P53041;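 active means inhibition above the campaign's mean inhibition across all tested compounds plus 3 SD, cut at about 9.5% in these data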;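 further: 0% = DMSO only and 100% = 100 µM cantharidin control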
* marks the source's active call; other numbers are inactive results; nt = no result given.

SMILES	CTSL1 counter	proCasp3 act	AHR act	procasp7 counter	PP1 inh	PAFAH2 inh	TPT1 inhibitor	HCV core dimer	PP5 inh
CC(=O)c1c(C)[nH]c(C(=O)N(CCc2ccccc2)Cc2ccccc2)c1C	-1	4	16	9	-5	-4	0	12	-0.1
CCc1ccccc1NC(=O)c1cc(S(=O)(=O)N2CCCC2)c[nH]1	-2	3	-1	-1	-1	10	-1	5	-0.8
CCC(C)[C@H](NC(=O)N1CC(=O)Nc2ccccc21)C(=O)N[C@H](Cc1ccccc1)C(=O)O (stereo not given in full)	-2	5	0	-3	-3	5	3	-3	1.4
Nc1ccccc1SC1CC(=O)N(c2ccc3c(c2)OCCO3)C1=O (stereo not given)	5	2	15	10	-4	2	-4	2	0.4
O=C(O)C1C2C=CC(C2)C1C(=O)OCc1ccccc1 (stereo not given)	1	10	0	6	-1	-2	-1	-6	0.2
COc1cc2ncnc(NCc3ccccc3)c2cc1OC	4	5	21	2	0	3	-4	-2	2.2
c1ccc(CSc2nnc(SCc3ccccn3)s2)nc1	3	7	8	2	-4	7	-1	-5	-0.1
O=C1CC(C(=O)Nc2cccc3ccccc23)C2(CCCC2)O1 (stereo not given)	0	12	14	4	-2	-5	-1	-4	1.4
CCCCC(=O)Nc1ccc(C(=O)NCCCn2ccnc2)cc1	0	6	3	0	0	-3	-3	1	-1.3
CCOc1ccccc1NC(=O)Cn1ncc2ccc([N+](=O)[O-])cc21	-1	2	27	-11	-2	8	0	8	-3.1
CC(NC(=O)[C@H](NC(=O)[C@@H]1Cc2ccccc2CN1)c1ccccc1)c1ccccc1 (stereo not given in full)	0	-1	1	2	4	1	-4	0	-0.3
CC(C)(C)NC(=O)N1CCN(S(=O)(=O)c2ccc3c(c2)CCC3)CC1	nt	2	-1	-4	-4	4	nt	nt	1.5
COc1cccc(-c2nnc(SCCC(=O)O)n2C)c1	3	-3	-1	-3	-1	0	1	-3	2.3
CNC(=O)c1[nH]cnc1C(=O)N[C@@H](C)C(=O)OC(C)(C)C	1	1	23	-15	0	-4	2	3	-3.7
CSCCC(NC(=O)OC(C)(C)C)C(=O)NC(C(=O)NC(CC(C)C)C(N)=O)C(C)C (stereo not given)	-3	-2	0	-2	-3	5	-2	-4	3.1
CCNS(=O)(=O)c1c(C)cc(N2CCCC2=O)cc1C	-3	5	1	10	-2	1	1	1	-1.4
Clc1ccc(CNCCCSc2ncccn2)cc1	1	4	-2	1	-3	8	0	-3	3.2
O=C(/C=C/c1ccc(Cl)cc1)c1ccc([N+](=O)[O-])o1	2	1	1	-6	-1	0	1	6	2.9
COc1ccc(NC(=O)C2CC(=O)N(c3ccccc3C)C2)c(OC)c1 (stereo not given)	1	-3	3	4	-1	12	-4	-19	-0.2
Cn1c(=O)c2c(nc(NCCc3ccccc3)n2Cc2ccc(F)cc2)n(C)c1=O	-1	4	-2	4	-2	6	2	-2	-0.8
COc1ccc(C2=C(Nc3ccccc3)c3ccccc3C2=O)cc1	3	-1	23	-3	3	-4	-3	-5	1.0
COc1ccc(C(=S)N2CCOCC2)cc1OC(=O)c1cc(OC)c(OC)c(OC)c1	1	-13	0	-17	3	5	3	5	1.7
Cc1c(NS(=O)(=O)c2ccc(NCCN3CCOCC3)c([N+](=O)[O-])c2)c(=O)n(-c2ccccc2)n1C	0	-6	2	0	2	-6	-2	1	0.1
Cc1cccn2c(CN(C)C3CCCc4ccccc43)c(C(=O)N3CCOCC3)nc12 (stereo not given)	-1	-1	0	3	-1	-1	0	1	2.8
O=C(CSC1=NCCN1)Nc1cccc([N+](=O)[O-])c1	0	-11	3	3	-2	6	-2	-1	-1.1
CCOC(=O)C1(Cc2cccc(Cl)c2)CCCN(C(=O)c2cccc(C)n2)C1 (stereo not given)	3	1	0	-3	-5	3	-2	0	0.0
CCOC(=O)[C@H]1[C@H]2COc3cc(OC)ccc3[C@@H]2N2C(=O)CN(C)C(=O)[C@@]12C	nt	-2	-2	7	nt	-4	nt	nt	nt
O=C(c1cc([N+](=O)[O-])ccc1Cl)N1CCN(c2ccc(F)cc2)CC1	-1	8	4	-2	-3	1	-3	7	-0.2
Cc1c(Cl)cccc1NC(=S)NCC(O)c1ccccc1 (stereo not given)	-8	1	7	5	-1	4	5	-5	-0.5
Cc1cccc(NC(=O)c2ccc(S(=O)(=O)N3CCOCC3)cc2)n1	0	3	3	4	-4	3	-5	-14	-1.6
O=S(=O)(c1ccc(F)cc1)c1nc(-c2ccccc2)oc1N1CCOCC1	2	3	-4	3	3	3	-1	2	3.7
Cc1ccccc1C(=O)NC=C1C(=O)OC(C)(C)OC1=O	1	-1	-2	4	6	6	-7	-8	1.7
CC(C)C(NC(=O)CNC(=O)OC(C)(C)C)C(=O)NCc1ccc(Cl)cc1 (stereo not given)	0	-3	-1	-2	-5	0	1	0	0.1
Cc1ccc(C(=O)O)cc1NC(=O)C1=CSCCO1	0	2	1	-3	-2	1	-1	-10	1.7
O=C(O)c1ccc(CSc2nnc(-c3ccncc3)n2-c2ccc(Br)cc2)cc1	-4	-1	-3	1	-1	6	-1	2	2.5
COc1cc(NC(=O)c2cccc(C)c2)ccc1NC(=O)c1cc2ccccc2o1	-1	0	26	3	5	0	-3	5	3.5
C/C(=N\NC(=O)CNC(=O)C1COc2ccccc2O1)c1ccc(Cl)cc1 (stereo not given)	-3	-10	2	5	3	2	-1	5	-2.8
CCN=c1scc(C)n1/N=C/c1cc(Br)c(O)c(Br)c1	6	-2	2	-6	2	19	4	-13	-2.1
O=C(Nc1nc2ccccc2[nH]1)c1ccc([N+](=O)[O-])cc1	2	-5	-3	4	-4	-6	-2	3	-2.4
CCCn1c(SCC(=O)Nc2nnc(CC)s2)nnc1-c1ccco1	-3	-11	-2	6	-1	5	2	-4	0.7
CCOC(=O)c1cnc(SCC(C)C)nc1N	0	-5	3	11	-2	2	-4	-5	4.0
CN(C)S(=O)(=O)c1ccccc1C#N	-2	-5	0	2	-2	2	-1	-1	1.3
CC(OC(=O)C1CCCCC1)c1nc2ccccc2[nH]1 (stereo not given)	-12	4	-2	8	1	-1	-3	-3	0.6
CN(C)CCCNc1ncnc2c1cnn2-c1ccccc1	-2	-3	-1	4	-3	-10	0	-2	2.8
Cc1ccc(NC(=O)c2ccc(COc3ccc4c(c3)CCC4)cc2)c(C)c1	-5	-1	0	1	-1	-4	-1	-4	1.3
CCOC(=O)C1(CCOc2ccccc2)CCN(Cc2ccc(O)c(OC)c2)CC1	-9	3	2	-4	-7	3	3	2	1.4
O=C(CN1C(=O)c2ccccc2S1(=O)=O)c1ccc(O)c(O)c1	0	-2	-1	7	-6	1	-2	1	-0.2
Cc1cc(C)cc(NC(=O)c2ccc(S(=O)(=O)N(C)CC3CCCO3)cc2)c1 (stereo not given)	-4	7	-1	8	-5	3	0	0	0.3
COC(=O)C(CC(=O)O)NCc1ccco1 (stereo not given)	-2	4	-1	7	-2	-2	-1	-3	0.4
COc1cccc(-c2cc(C(=O)N3CCOCC3)no2)c1	0	1	4	-3	-4	-7	4	-8	2.2
COc1ccc(NC(=O)CSc2nnc(CNc3ccc(C)cc3)n2C)cc1	9	6	12	-8	1	-2	2	4	-1.1
CC(C)c1nc2ccccn2c1NC1CCCCC1	1	-4	2	3	4	2	-3	6	-0.1
COc1cccc(NC(=O)Nc2ccc(Cc3ccncc3)cc2)c1	-2	-4	5	-6	-3	2	2	-3	0.4
c1ccc(CSc2nnnn2-c2cccc3ccccc23)nc1	0	-3	4	-2	-2	5	4	9	2.3
Cc1ccc(NCc2nnc(SCC(=O)Nc3nnc(C)s3)n2C)cc1	-4	0	12	5	1	14	1	1	-0.6
COCCNC(=O)C1CC(c2ccc(C(F)(F)F)cc2)=NO1 (stereo not given)	0	0	-3	3	-1	9	-5	-5	-0.2
COC(=O)/C=C1/C(=O)N/C(=N\c2nc(C)cc(C)n2)N1c1ccc(OC)cc1	1	0	-2	11	0	1	-1	7	-1.4
Cc1nc2ccc(S(=O)(=O)NCC(=O)N3CCOCC3)cc2s1	-1	6	-2	-13	-2	9	-1	1	-0.7

At a glance, twelve of the compounds above.
SMILES	CTSL1 counter	proCasp3 act	AHR act	procasp7 counter	PP1 inh	PAFAH2 inh	TPT1 inhibitor	HCV core dimer	PP5 inh
CCOC(=O)c1cnc(SCC(C)C)nc1N	0	-5	3	11	-2	2	-4	-5	4.0
CN(C)S(=O)(=O)c1ccccc1C#N	-2	-5	0	2	-2	2	-1	-1	1.3
CC(OC(=O)C1CCCCC1)c1nc2ccccc2[nH]1 (stereo not given)	-12	4	-2	8	1	-1	-3	-3	0.6
CN(C)CCCNc1ncnc2c1cnn2-c1ccccc1	-2	-3	-1	4	-3	-10	0	-2	2.8
Cc1ccc(NC(=O)c2ccc(COc3ccc4c(c3)CCC4)cc2)c(C)c1	-5	-1	0	1	-1	-4	-1	-4	1.3
CCOC(=O)C1(CCOc2ccccc2)CCN(Cc2ccc(O)c(OC)c2)CC1	-9	3	2	-4	-7	3	3	2	1.4
O=C(CN1C(=O)c2ccccc2S1(=O)=O)c1ccc(O)c(O)c1	0	-2	-1	7	-6	1	-2	1	-0.2
Cc1cc(C)cc(NC(=O)c2ccc(S(=O)(=O)N(C)CC3CCCO3)cc2)c1 (stereo not given)	-4	7	-1	8	-5	3	0	0	0.3
COC(=O)C(CC(=O)O)NCc1ccco1 (stereo not given)	-2	4	-1	7	-2	-2	-1	-3	0.4
COc1cccc(-c2cc(C(=O)N3CCOCC3)no2)c1	0	1	4	-3	-4	-7	4	-8	2.2
COc1ccc(NC(=O)CSc2nnc(CNc3ccc(C)cc3)n2C)cc1	9	6	12	-8	1	-2	2	4	-1.1
CC(C)c1nc2ccccn2c1NC1CCCCC1	1	-4	2	3	4	2	-3	6	-0.1

Two entries from above, as a markdown table:
| SMILES | CTSL1 counter | proCasp3 act | AHR act | procasp7 counter | PP1 inh | PAFAH2 inh | TPT1 inhibitor | HCV core dimer | PP5 inh |
| --- | --- | --- | --- | --- | --- | --- | --- | --- | --- |
| COc1ccc(NC(=O)CSc2nnc(CNc3ccc(C)cc3)n2C)cc1 | 9 | 6 | 12 | -8 | 1 | -2 | 2 | 4 | -1.1 |
| CC(C)c1nc2ccccn2c1NC1CCCCC1 | 1 | -4 | 2 | 3 | 4 | 2 | -3 | 6 | -0.1 |

Source: PubChem BioAssay (The Scripps Research Institute Molecular Screening Center)
